# Assay outcomes deposited in PubChem BioAssay by National Center for Advancing Translational Sciences (NCATS).
# Rab9 promoter act: activates the Rab9 promoter. Potency, µM (titrated, usually from 9.22 µM), for inactives: at the highest dose activation, negative = inhibition, usual class: activators. 320,000 tested, 2.8% active. Huh7 Rab9 promoter-luciferase reporter, luminescence, 24 h; also: potency is read from the fitted curve at half-maximal effect; % of control where 0% means no effect; nearly all actives have a fitted effect of over 60% in size
#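 Rab9 promoter-driven luciferase in stably transfected Huh7 cells; 1500 cells/well rested 2 h, exposed to compound in DMSO for 24 h at 37 °C, 5% CO2. Luminescence read 10 min after adding luciferase reagent at ambient temperature.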
# ELG1 genotoxic: genotoxicity induction in ELG1-luciferase HEK293T cells. AID 504466. Potency, µM (titrated, usually from 46 µM), for inactives: at the top dose activity change, positive = activation, actives largely listed as activators. HEK293T ELG1-luciferase reporter, luminescence, 16 h. 330,000 tested, 1.3% active; also: potency is read from the fitted curve at half-maximal effect; % of control where 0% means no effect; nearly all actives have a fitted effect of over 60% in size
#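 After overnight (16 hr) compound treatment at 37 °C, ELG1-luciferase HEK293T cells were lysed with ONE-Glo; luminescence quantified 30 min later at room temperature.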
# PKM2 activator: PKM2 (human) enzyme activation. AID 1631. purified PKM2, Kinase-Glo ATP luminescence, activation; response scale: 0% is enzyme alone, no compound. Potency, µM (highest dose often 57.5 µM), for the others: at the highest dose activation, hits mostly activators. 260,000 tested, 0.34% active; also: potency is read from the fitted curve at half-maximal effect; % is scaled to controls: 0 for no effect and ±100 for the full control effect; nearly all actives have a fitted effect of over 55% in size
#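 Kinase-Glo luminescence reports ATP generated from ADP (0.1 mM) and PEP (0.5 mM) by purified hPK-M2 after 1 h at room temperature, pH 7.2 imidazole buffer; intermediate enzyme activity allows detecting inhibitors and activators.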
# NPC1 promoter act: activates the NPC1 promoter; Huh7 NPC1 promoter luciferase reporter, 24 h; Potency, µM (highest dose often 9.22 µM), for the others: top-dose activation, hits mostly activators; 320,000 tested, 2.4% active; AID 485313;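 also: potency is read from the fitted curve at half-maximal effect; % of control where 0% means no effect; nearly all actives have a fitted effect of over 60% in size; reporter is driven by a mutant NPC1 promoter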
#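 NPC1 promoter–luciferase Huh7 cells; 24 h compound; luminescence.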
# Menin MLL FP TR: inhibitors of human menin-MLL interaction, mutant MLL peptide; Menin + Texas Red MLL mutant peptide, fluorescence polarization; Potency, µM (top dose mostly 61.6 µM), inactives show at the top dose FP activity change, negative = inhibition, usual class: inhibitors; 270,000 tested, 0.23% active; AID 1768; active = well fitted inhibition curve with a large enough effect in the polarisation, with a control signal flat, not every such curve was filed as active; inconclusive = small, poorly fitted or top-dose-only effect, or effect the other way, or a change in a side signal; inactive = no such curve, though single readings can be large or run the other way; the % refers to the polarisation; also: potency is read from the fitted curve at half-maximal effect; % of control where 0% means no effect; many of its hits are not listed in these tables
# RORg inh: blocks mouse ROR gamma transcriptional activity; Potency, µM (series often up to 53.6 µM), for the others: top-dose activity change, negative = inhibition, usual class: inhibitors; 310,000 tested, 5.4% active; P51450; Drosophila S2 Gal4-RORgamma UAS-luciferase reporter, 20 h; AID 2551; also: potency is read from the fitted curve at half-maximal effect; % is scaled to controls: 0 for no effect and ±100 for the full control effect; nearly all actives have a fitted effect of over 60% in size
# Target sequence (P51450 whole entry, looked up, the tested form may be a part): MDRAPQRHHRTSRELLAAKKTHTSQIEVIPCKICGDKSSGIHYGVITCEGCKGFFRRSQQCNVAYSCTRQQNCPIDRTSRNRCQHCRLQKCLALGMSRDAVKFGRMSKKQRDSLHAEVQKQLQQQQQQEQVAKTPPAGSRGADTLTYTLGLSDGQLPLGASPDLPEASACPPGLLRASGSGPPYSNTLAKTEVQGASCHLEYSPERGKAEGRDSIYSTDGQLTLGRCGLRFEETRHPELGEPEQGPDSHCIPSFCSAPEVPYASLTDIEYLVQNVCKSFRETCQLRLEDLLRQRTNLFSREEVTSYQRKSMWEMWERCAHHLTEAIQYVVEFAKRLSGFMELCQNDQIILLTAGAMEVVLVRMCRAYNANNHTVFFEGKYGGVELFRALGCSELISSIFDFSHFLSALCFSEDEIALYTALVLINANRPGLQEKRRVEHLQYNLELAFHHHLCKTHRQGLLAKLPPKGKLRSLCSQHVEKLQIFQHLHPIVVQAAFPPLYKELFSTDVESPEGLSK
#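 A Gal4/UAS one-hybrid system in insect cells: metallothionein-promoter Gal4–ROR gamma fusion plus Photinus luciferase reporter. Copper sulfate 700 uM final, 20 hr ambient incubation, luminescent detection after 10 min with reagent.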
# FLuc modulator: counter-screen for miR-21 project: firefly luciferase inhibitors or activators | Potency, µM (highest dose often 57.5 µM), without a hit: at the top dose activity change, negative = inhibition, hits mostly inhibitors | AID 588342 | purified FLuc, Km substrates, luminescence inhibition | P08659 | 360,000 tested, 6.9% active;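 also: potency is read from the fitted curve at half-maximal effect; plate controls were vehicle for no effect and reference inhibitor for full effect; nearly all actives have a fitted effect of over 55% in size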
# Target sequence (P08659 whole entry, looked up): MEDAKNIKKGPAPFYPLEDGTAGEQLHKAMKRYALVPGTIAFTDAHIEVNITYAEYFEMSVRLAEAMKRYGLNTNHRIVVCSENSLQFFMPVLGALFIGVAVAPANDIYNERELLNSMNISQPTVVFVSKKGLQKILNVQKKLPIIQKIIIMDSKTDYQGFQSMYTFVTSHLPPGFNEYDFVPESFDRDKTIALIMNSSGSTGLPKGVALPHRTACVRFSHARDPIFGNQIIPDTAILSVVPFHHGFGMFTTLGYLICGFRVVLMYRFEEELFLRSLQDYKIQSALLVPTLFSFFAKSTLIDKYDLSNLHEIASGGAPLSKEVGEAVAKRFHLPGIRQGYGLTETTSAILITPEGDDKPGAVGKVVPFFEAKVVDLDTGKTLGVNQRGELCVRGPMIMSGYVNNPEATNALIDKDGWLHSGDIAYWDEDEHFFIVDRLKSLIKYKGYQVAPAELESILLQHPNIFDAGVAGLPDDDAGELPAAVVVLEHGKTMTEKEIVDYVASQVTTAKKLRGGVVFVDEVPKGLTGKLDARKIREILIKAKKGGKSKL
#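 Biochemical qHTS of compounds, final roughly 60 µM downward over six points, against 10 nM purified firefly luciferase using Km concentrations of substrates (10 uM D-luciferin, 10 uM ATP) in Tris acetate pH 7.5 buffer; luminescence output.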
# p53 reactivation: re-activators of mutant p53; H1299 p53-A138V BP100-luciferase reporter, luminescence, 24 h; Potency, µM (series often up to 92.2 µM), for inactives: top-dose activity change, positive = activation, actives largely listed as activators; 320,000 tested, 0.063% active; also: potency is read from the fitted curve at half-maximal effect; % of control where 0% means no effect; nearly all actives have a fitted effect of over 45% in size
#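 p53-null H1299 cells stably carrying temperature-sensitive p53-A138V and a BP100-luciferase reporter were pinned with compounds (4-point, 1:5 series) and held 24 hrs at 37 deg C. Luminescence was read 10 min after detection reagent.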
# Giardia kill: kills Giardia lamblia. Giardia lamblia trophozoite viability. activity change, % at 7.66 µM, hits read low. 340,000 tested, 0.15% active; in the data active = activity change below about -80%; inconclusive = between about -30% and that limit;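 also: parasites exposed to compound for two days anaerobically before the ATP read; % is scaled to controls: 0 for no effect and ±100 for the full control effect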
#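 Luminescence from cellular ATP indicates surviving trophozoites (100 cells/well) following 48 hrs anaerobic compound treatment at 37 deg C; signal develops 15-30 min at room temperature.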
# Gal4-VP16 FLuc: counter-screen for ROR gamma inhibitors: Gal4-VP16 reporter; Potency, µM (highest dose often 53.6 µM), inactives show at the top dose activity, negative = inhibition, usual class: inhibitors; Drosophila S2 Gal4-VP16 UAS-luciferase, luminescence, 20 h; 310,000 tested, 3.5% active;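 also: Gal4-VP16 expression switched on by copper sulfate through the metallothionein promoter; potency is read from the fitted curve at half-maximal effect; % is scaled to controls: 0 for no effect and ±100 for the full control effect; nearly all actives have a fitted effect of over 50% in size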
# BRCA1 expr act: BRCA1 expression activation | MCF7-BRCA1-FFLuc reporter, luminescence, 48 h; response scale: scaled: vehicle 0%, 10 µM genistein 100% | Potency, µM (series often up to 46.1 µM), inactives show at the top dose activation, usual class: activators | 380,000 tested, 1.1% active | AID 624202; also: potency is read from the fitted curve at half-maximal effect; nearly all actives have a fitted effect of over 80% in size; some results filed as inactive show a strong effect at the top dose
#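 First, MCF7-BRCA1-FFLuc cells (2000/well) attach for 2 h; next, compounds are pin-added and incubated 48 h at 37 °C; finally, luciferase reagent is added and luminescence read after 15 min.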
# * marks the source's active call; other numbers are inactive results; ? = inconclusive; / = not tested or not shown; & = joins results of further samples; [ ] = another dose, or the depositor's remark. Unless noted, calls follow the shape of the dose curve; as a rule, active = well fitted curve in the direction sought with a large enough effect; inconclusive = small, poorly fitted or top-dose-only effect, or another doubt; inactive = no such curve, though single readings can be large; an effect the other way counts as inactive or inconclusive.
SMILES,Rab9 promoter act,ELG1 genotoxic,PKM2 activator,NPC1 promoter act,Menin MLL FP TR,RORg inh,FLuc modulator,p53 reactivation,Giardia kill,Gal4-VP16 FLuc,BRCA1 expr act
COc1ccccc1N1CCN(C(=O)COc2cc(C)cc(C)c2)CC1,1%,-11%,-11%,-5%,-22%,-3%,-1%,-1%,-2,-7%,-15%
COc1ccc(-c2csc3nc(-c4ccc(C)cc4)oc(=O)c23)cc1OC,-4%,17%,-6%,-4%,0%,-6%,0%&0%,3%,-15,?,-8%
COc1ccc(CCNC(=O)CN(c2ccc(OC)c(OC)c2)S(=O)(=O)c2ccccc2)cc1OC,1%,-1%,-5%,1%,/,-17%,2%,18%,34[activator],1%,8%
O=C(Cn1nc(C(=O)O)c2ccccc2c1=O)Nc1cc(Cl)cc(Cl)c1,-3%,0%,3%,1%,13%,-20%,-1%,9%,18,-10%,24%
CCOC(=O)N1CCN(C2=C(NS(=O)(=O)c3ccc(NC(C)=O)cc3)C(=O)c3ccccc3C2=O)CC1,15%,-7%,/,-9%,/,-34%,-1%,0%,-8,-21%,-9%
COc1cccc(C(=O)NCC(=O)N/N=C/c2ccc3c(c2)OCO3)c1,1%,6%,/,3%,-1%,0%,24µM*,10%,6,6%,19%
CC(CC(=O)Nc1nnc(C(C)(C)C)s1)c1ccccc1 (centres undefined),9%,-5%,-1%,12%,0%,0%,1%,/,-27,-3%,1%
O=C(O)c1cc(NN=Nc2cccc(S(=O)(=O)O)c2)cc([N+](=O)[O-])c1,-4%,-1%,/,-3%,34%[activator],-3%,1%,3%,-13,4%,-16%
CCCCOC(=O)CSc1nc(N)c(C#N)c(-c2ccc(OCC)cc2)c1C#N,2%,8%,-3%,0%,?,?,-2%,-2%,14,2%,-40%
COc1cc([N+](=O)[O-])ccc1NC(=O)C1C2C=CC(C2)C1C(=O)O (centres undefined),3%,0%,0%,-5%,9%,-18%,0%,/,13,-11%,3%
CCc1c(C(=O)Nc2ccccc2C(N)=O)csc1C,26%,4%,0%,21%,/,-11%,?,?,-12,-15%,57%
Cc1ccc(CN2CCN(Cc3cnc(N4CCOCC4)s3)CC2CCO)o1 (centres undefined),-3%,1%,-1%,-1%,6%,1%,-3%,0%,-2,0%,2%
Cc1ccc(NCc2nc3ccccc3n2C)c(C)c1,0.71µM*,1µM*,/,0.63µM*,-17%,13µM*,0.34µM*,15%,-26,10µM*,-38%
CCOc1ccccc1N1Cc2ccccc2C1,-7%,0%,2%,2%,/,-6%,3%,3%,-10,17%,15%
Cc1ccc(S(=O)(=O)N(C)c2ccc3sc(C)nc3c2)cc1,-11%,-5%,1%,-12%,5%,0%,-1%,-4%,-5,-11%,-33%
COc1cc2c(cc1OC)C(C)N(C(=O)c1cc3c(s1)-c1c(C)cccc1OC3)CC2 (centres undefined),-5%,-2%,-1%,-4%,6%,-14%,2%,-16%,?,-4%,-3%
CCCn1c(=O)c(C(=O)NCc2ccncc2)c(O)c2ccccc21,1%,-1%,3%,1%,-8%,2%,3%,-7%,13,-4%,-35%
c1ccc(OCCOc2ncnc3sccc23)cc1,2.8µM*,16µM*,3%,26%,11%,?,?,?,-4,7%,7.1µM*
NNC(=O)CCc1ccc(S(=O)(=O)N2CCOCC2)cc1,-17%,0%,2%,-1%,3%,-5%,0%,0%,3,3%,0%
COc1ccc(CCNC(=O)C2(C)CCC(=O)N2Cc2ccc3c(c2)OCO3)cc1OC (centres undefined),0%,0%,-7%,0%,-1%,7%,-4%,-2%,7,-8%,-4%

# A second format for some results above.
# Each structure is followed by: Rab9 promoter act, ELG1 genotoxic, PKM2 activator, NPC1 promoter act, Menin MLL FP TR, RORg inh, FLuc modulator, p53 reactivation, Giardia kill, Gal4-VP16 FLuc, BRCA1 expr act
> CCOc1ccccc1N1Cc2ccccc2C1
 : -7%, 0%, 2%, 2%, /, -6%, 3%, 3%, -10, 17%, 15%
> Cc1ccc(S(=O)(=O)N(C)c2ccc3sc(C)nc3c2)cc1
 : -11%, -5%, 1%, -12%, 5%, 0%, -1%, -4%, -5, -11%, -33%

# Further structures.
SMILES,Rab9 promoter act,ELG1 genotoxic,PKM2 activator,NPC1 promoter act,Menin MLL FP TR,RORg inh,FLuc modulator,p53 reactivation,Giardia kill,Gal4-VP16 FLuc,BRCA1 expr act
N#CC1=C(N)Nc2ncnn2C1c1ccc(F)cc1 (centres undefined),-3%,1%,-2%,-3%,8%,-1%,-8%,-3%,-20,1%,-72%
O=[N+]([O-])c1ccc2nc(/C=C/c3ccc(Cl)cc3)[nH]c2c1,?,-1%,-1%,?,?,?,5.4µM*,?,-8,?,-3%
COc1ccccc1Cn1nnc2c(=O)[nH]c(C3CCN(C(=O)c4ccc(C)cc4)CC3)nc21,0%,-2%,1%,-3%,-12%,26%,0%,-6%,-4,-1%,-47%
O=S(=O)(NCc1cc(-c2ccccc2)no1)c1ccc(Cl)cc1,0%,1%,1%,-3%,/,11%,-2%,0%,-20,-6%,9%
O=C(NCc1ccco1)/C(=C/C=C/c1ccccc1)NC(=O)c1ccco1,10%,0%,3%,-1%,-1%,20%,-14%,1%,-7,17%,-10%
C=CCn1c(-c2ccccc2OC)n[nH]c1=S,0%,0%,-14%,-2%,-2%,11µM*,0%,0%,12,?,-3%
CC(C)C(NS(=O)(=O)c1cccc2nsnc12)C(=O)N1CCc2ccccc2C1 (centres undefined),-24%,1%,1%,-1%,-24%,-13%,4%,-13%,-13,2%,0%
NS(=O)(=O)c1ccc(NC(=O)c2ccc(Cl)c(S(=O)(=O)NCc3ccco3)c2)cc1,-2%,-1%,/,-4%,/,/,1%,2%,25,/,-13%
Cc1sc2ncn(CC(=O)N3CCC(C(N)=O)CC3)c(=O)c2c1S(=O)(=O)N1CCOCC1,2%,0%,1%,-1%,3%,-3%,-1%,3%,-7,-1%,-12%
Cc1[nH]nc2nc(SCC(=O)NCC3CCCO3)n(-c3ccc(Br)cc3)c(=N)c12 (centres undefined),-4%,-4%,?,-1%,1%,-18%,2%,-3%,10,-1%,-13%
COc1ccc2cc3cc(C(=O)NCCN4CCc5ccccc5C4)oc3nc2c1,-1%,-17%,0%,1%,?,9%,-18%,14%,8,1%,5%
COc1ccccc1OCc1ccc(C(=O)NC(C)(C)C)o1,0%,-6%,-4%,1%,-3%,4%[0.365 µM],-3%,3%,21,/,16%
O=S(=O)(NC(=S)NC1CCCCC1)c1cccs1,-6%,0%,-2%,-1%,13%,11µM*,-5%,5%,0,-84%,0%
CCCCn1nc(C(=O)N(CCOC)c2c(N)n(CCCC)c(=O)[nH]c2=O)c2ccccc2c1=O,-2%,0%,/,-8%,/,/,-1%,0%,-3,/,1%
CCC(=O)Nc1cccc(NC(=S)NC(=O)c2ccc(C)cc2)c1,1.6µM*,?,13%,2µM*,20%,-11%,6.7µM*,9%,-24,7%,?
CC(CCc1ccccc1)NC(=O)CNC(=O)c1cccs1 (centres undefined),1%,11%,5%,0%,/,-26%,2%,0%,8,-25%,4%
CCc1noc(C)c1C(=O)NCCc1ccc(Cl)cc1,2%,-2%,/,-3%,/,/,-1%,-5%,6,/,-19%
CCC(=O)Nc1ccc2c(c1)C(=O)c1ccccc1C2=O,1.3µM*,?,-4%,1.6µM*,40%[activator],-39%,3.8µM*,?,-11,-9%,?
COc1ccc(/C=N/NC(=O)CNC(=O)c2ccncc2)cc1OC,1%,5%,/,0%,-14%,15%,-12%,-1%,-15,-4%,3%
O=C(O/N=C(/c1ccccc1)c1ccncc1)c1ccc(F)cc1,-2%,-3%,0%,-5%,-1%,-15%,-5%,4%,-7,5%,9%

# Part of the list above, reduced to Giardia kill and BRCA1 expr act.
SMILES | Giardia kill | BRCA1 expr act
COc1ccc(/C=N/NC(=O)CNC(=O)c2ccncc2)cc1OC | -15 | 3%
CCCCn1nc(C(=O)N(CCOC)c2c(N)n(CCCC)c(=O)[nH]c2=O)c2ccccc2c1=O | -3 | 1%
CCc1noc(C)c1C(=O)NCCc1ccc(Cl)cc1 | 6 | -19%

# Structures listed so far printed as active in BRCA1 expr act:
SMILES	Rab9 promoter act	PKM2 activator	NPC1 promoter act	Menin MLL FP TR	p53 reactivation	BRCA1 expr act
c1ccc(OCCOc2ncnc3sccc23)cc1	2.8µM*	3%	26%	11%	?	7.1µM*

# The list is partial; the hit share may differ from the screen's.
